S2 tox: viability counter-screen for ATXN expression inhibitors; Potency, µM (titrated, usually from 56.7 µM), hits mostly cytotoxic; AID 651635; 0.49% of 400,000 active; S2 cells (HEK-293 line with an ATXN2-luciferase reporter) viability, CellTiter-Fluor protease fluorescence, 24 h; note: nearly all actives have a fitted effect of over 40% in size
A549 viability: kills or reduces viability of A549 cells in Nrf2 counter-screen | A549 ARE-Fluc cells, CellTiter-Fluor viability, 18-24 h | Potency, µM (doses to about 46 µM), without a hit: at the highest dose activity change, negative = cytotoxicity, most hits filed as inhibitors | 0.16% of 390,000 active; note: % is set by controls: 0 for no effect and ±100 for the full control effect
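A549 ARE-Fluc cells in 5% FBS OPTI-MEM, 5000 cells/well, rested 2 h then exposed to compounds in concentration-response for 18-24 h at 37 °C. Viability by CellTiter-Fluor fluorescence (Ex 405/Em 525) after 30 min; luciferase luminescence (BugLite, 15 min, RT) read afterwards.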
HepG2 tox: HepG2 cytotoxicity, counter-screen for TGF-b inhibitors; HepG2 CAGA-GFP viability, ATP luminescence, 18 h; Potency, µM (highest dose often 46.1 µM), for inactives: at the top dose activity change, negative = cytotoxicity, hits mostly cytotoxic; 0.76% of 410,000 active; note: some results filed as inactive show a strong effect at the top dose
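HepG2 CAGA-GFP cells (1000/well, DMEM with 1% FBS) received compound, then TGF-beta at 500 pg/mL final, and were incubated 18 hours at 37 degrees C. Viability was read by CellTiter-Glo luminescence. Media-only wells were set as complete cell-killing and DMSO as no toxicity.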
ATXN2 expr inh: ATXN2 expression inhibition. HEK-293 ATXN2-luciferase reporter, luminescence, 24 h. Potency, µM (top dose mostly 57 µM), for the others: at the top dose activity change, negative = inhibition, usual class: inhibitors. 0.72% of 360,000 active; note: % is set by controls: 0 for no effect and ±100 for the full control effect; nearly all actives have a fitted effect of over 55% in size
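qHTS (up to 57 uM final) was run with 24 h compound exposure of reporter cells at 37 °C. Each well was multiplexed: SteadyGlo luminescence measured ATXN2-luciferase expression after a fluorogenic Gly-Phe-AFC viability readout (25 uM final).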
Nrf2 ARE act: activators of Nrf2 (ARE) signaling; AREc32 ARE-luciferase reporter (MCF7-derived line), luminescence, 24 h; Potency, µM (highest dose often 46.1 µM), for the others: top-dose activation, usual class: activators; 0.31% of 410,000 active; note: % of control where 0% means no effect; nearly all actives have a fitted effect of over 65% in size
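AREc32 cells carrying an ARE-driven firefly luciferase, 1000 cells/well in OPTI-MEM with 5% FBS, dosed after overnight attachment and incubated 24 hr at 37 deg C. Steady-Glo luminescence read after 30 min at RT.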
MCF10A rerep: DNA re-replication induction in MCF 10a cells; MCF 10A DNA re-replication, Hoechst nuclear intensity, 48 h; Potency, µM (top dose mostly 46.1 µM), without a hit: at the top dose activity, positive = re-replication, hits mostly activators; 2.9% of 350,000 active; AID 624296; note: % of control where 0% means no effect; nearly all actives have a fitted effect of over 50% in size
Nrf2 block: inhibitors of Nrf2 signaling; A549 ARE-Fluc reporter, luciferase luminescence, 18-24 h; AID 504444; 2.1% of 360,000 active; Potency, µM (series often up to 46 µM), without a hit: at the highest dose activity change, negative = inhibition, most hits filed as inhibitors; note: % is set by controls: 0 for no effect and ±100 for the full control effect; nearly all actives have a fitted effect of over 60% in size
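Two sequential reads on A549 ARE_Fluc cells exposed to compound for 18-24 h: a CellTiter-Fluor fluorescence read for viability, then a luciferase luminescence read for Nrf2/ARE activity.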
EPAC2 antagonist: blocks human EPAC2 exchange factor; Q8WZA2; EPAC2 GEF exchange of Rap1B-BODIPY-GDP, fluorescence; Potency, µM (top dose mostly 114 µM), for inactives: at the top dose activity, negative = inhibition, usual class: inhibitors; 0.18% of 360,000 active; AID 720708; note: % is set by controls: 0 for no effect and ±100 for the full control effect; nearly all actives have a fitted effect of over 45% in size; many of its hits are not listed in these tables
Target sequence (Q8WZA2 whole entry, looked up): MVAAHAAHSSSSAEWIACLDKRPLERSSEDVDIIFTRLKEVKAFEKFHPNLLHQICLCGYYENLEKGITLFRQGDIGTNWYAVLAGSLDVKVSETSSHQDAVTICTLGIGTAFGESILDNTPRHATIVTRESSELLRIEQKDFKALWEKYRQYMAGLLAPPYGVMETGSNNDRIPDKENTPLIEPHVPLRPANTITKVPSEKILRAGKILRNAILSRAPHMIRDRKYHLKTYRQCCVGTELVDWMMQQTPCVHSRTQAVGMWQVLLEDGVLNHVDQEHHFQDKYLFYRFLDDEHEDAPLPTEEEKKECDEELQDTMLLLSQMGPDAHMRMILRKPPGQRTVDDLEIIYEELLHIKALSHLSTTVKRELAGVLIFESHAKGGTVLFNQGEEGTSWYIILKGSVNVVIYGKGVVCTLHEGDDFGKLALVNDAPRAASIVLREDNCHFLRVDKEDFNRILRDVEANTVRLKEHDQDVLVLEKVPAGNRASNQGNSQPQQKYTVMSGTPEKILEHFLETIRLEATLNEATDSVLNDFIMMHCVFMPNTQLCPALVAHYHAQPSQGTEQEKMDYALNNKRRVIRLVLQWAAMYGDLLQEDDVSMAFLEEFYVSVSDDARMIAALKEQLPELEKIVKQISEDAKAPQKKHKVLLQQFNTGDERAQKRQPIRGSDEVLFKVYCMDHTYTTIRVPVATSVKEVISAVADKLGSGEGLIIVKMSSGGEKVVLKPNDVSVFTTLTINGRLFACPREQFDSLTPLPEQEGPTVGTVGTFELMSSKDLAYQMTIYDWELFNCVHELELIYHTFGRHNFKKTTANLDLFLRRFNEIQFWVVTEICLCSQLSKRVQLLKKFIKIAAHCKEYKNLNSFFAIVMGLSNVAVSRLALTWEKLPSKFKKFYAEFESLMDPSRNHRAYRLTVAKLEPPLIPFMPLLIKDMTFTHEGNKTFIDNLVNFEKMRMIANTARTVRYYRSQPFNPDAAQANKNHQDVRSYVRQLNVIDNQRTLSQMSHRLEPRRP
TGFb SMAD3 inh: TGF-b pathway inhibition | HepG2 CAGA-GFP TGF-b/SMAD3 reporter, GFP fluorescence, 18 h; TGF-beta stimulated, 500 pg/mL final | Potency, µM (series often up to 46.1 µM), for the others: top-dose activity, negative = inhibition, actives largely listed as inhibitors | 1.2% of 410,000 active; note: % is set by controls: 0 for no effect and ±100 for the full control effect; nearly all actives have a fitted effect of over 65% in size
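Read-out: total well GFP (ex488/em500-530) summed from mean per-cell fluorescence. Cells: HEPG2 CAGA-GFP, 1% FBS DMEM, 18 h at 37 degrees C with 500 pg/mL final TGF-beta. Unstimulated wells served as the full-inhibition control; stimulated DMSO wells = 0%.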
The depositor's hits bear a star; i = inactive; ? = inconclusive; . = no result given; [ ] = dose if it differs, or a comment. Calls come from the whole dose curve; as a rule, active = well fitted curve in the direction sought with a large enough effect; inconclusive = small, poorly fitted or top-dose-only effect, or another doubt; inactive = no such curve, though single readings can be large; an effect the other way counts as inactive or inconclusive. Potency is the fitted concentration of half-maximal effect.

Sequence of screens – Nrf2 ARE act | MCF10A rerep | HepG2 tox | Nrf2 block | A549 viability | S2 tox | EPAC2 antagonist | ATXN2 expr inh | TGFb SMAD3 inh
- COc1ccc(S(N)(=O)=O)cc1C(=O)OCCCC(=O)c1ccccc1
    -0.6% | 7% | -19% | -3% | 1% | i | -1% | -3% | 6%
- CC(NC(=O)c1ccco1)C(=O)N1CCc2ccccc2C1 (configuration not stated)
    2.7% | -6% | -9% | 17% | 1% | ? | 12% | 32% | -4%
- COc1ccc(S(=O)(=O)N2CCN(c3ccc4nnc(-c5ccccc5)n4n3)CC2)cc1
    3.0% | 11% | -35% | ? | -12% | ? | -13% | -17% | ?
- OC[C@@H]1CN(Cc2cccs2)C[C@H](n2cnc3c(NC4CCC4)ncnc32)O1
    0.0% | . | 10% | . | . | i | 6% | 11% | 12%
- O=C(NC(=S)Nc1ccc(NC(=O)c2cccs2)cc1)c1cc2ccccc2o1
    0.5% | ? | -15% | ? | -15% | i | ? | -37% | -5%
- CN(c1ccc(C(=O)Nc2ccc(Cl)cn2)cc1)S(=O)(=O)c1ccccc1
    3.6% | 28% | -38% | ? | 2% | ? | -6% | -33% | -28%
- CC(NC(=S)Nc1cccc(C(F)(F)F)c1)C(C)(C)C (configuration not stated)
    0.0% | 3% | -37% | ? | ? | ? | -26% | -17%[11.3 µM] | ?
- COc1ccc(OC)c(/C=C2\SC(=S)N(NS(=O)(=O)c3ccccc3)C2=O)c1
    2.2% | 19% | -39% | -22% | -10% | ? | ? | -8% | -17%
- CCOC(=O)c1c(C)c(C(=O)Nc2ccc3c(c2)OCCO3)c(C)n1CC
    -0.8% | ? | -4% | . | -22% | ? | -4% | -4% | 0%
- CCOC(=O)c1c(NC(=O)C(C)Sc2cn(CCNC(=O)c3ccccc3OC)c3ccccc23)sc2c1CCC2 (configuration not stated)
    0.5% | . | -39% | -21% | 2% | i | . | 2% | ?

The last three entries of the part above open the next one:
Sequence of screens – Nrf2 ARE act | MCF10A rerep | HepG2 tox | Nrf2 block | A549 viability | S2 tox | EPAC2 antagonist | ATXN2 expr inh | TGFb SMAD3 inh
- COc1ccc(OC)c(/C=C2\SC(=S)N(NS(=O)(=O)c3ccccc3)C2=O)c1
    2.2% | 19% | -39% | -22% | -10% | ? | ? | -8% | -17%
- CCOC(=O)c1c(C)c(C(=O)Nc2ccc3c(c2)OCCO3)c(C)n1CC
    -0.8% | ? | -4% | . | -22% | ? | -4% | -4% | 0%
- CCOC(=O)c1c(NC(=O)C(C)Sc2cn(CCNC(=O)c3ccccc3OC)c3ccccc23)sc2c1CCC2 (configuration not stated)
    0.5% | . | -39% | -21% | 2% | i | . | 2% | ?
- CN(CC(=O)Nc1cccc(F)c1)C(=O)c1cccc(-n2cccc2)c1
    0.1% | 5% | -6% | 0% | 1% | i | -3% | 2% | 0%
- CC1CCN(CCCn2c(SCC(=O)NC3CCCC3)nc3ccccc3c2=O)CC1
    -0.7% | 5% | -16% | 13% | -4% | i | -2% | 16% | 1%
- O=C(NCc1n[nH]c(=S)n1Cc1ccccc1)c1ccccc1
    -0.5% | 2% | 2% | -12% | -7% | i | -3% | . | 0%
- CSc1ccccc1C(=O)C1CCCN(C(=O)c2cccc(Cn3cccn3)c2)C1 (configuration not stated)
    -0.3% | . | -36% | . | . | ? | -2% | . | 1%
- COc1cccc(Nc2nc(C)cc(C)c2C(N)=O)c1
    5.9% | -3% | 0% | -5% | 6% | i | -1% | -9% | 16%
- CC(C)[C@@H](CO)NC(=O)c1ccc2c3n(nc2c1)-c1ccc(Cl)cc1CO3
    6.5% | 7% | -5% | ? | -1% | i | 10% | 53%[activator] | 0%
- CCCn1c(=O)c(C(=O)N/N=C/c2ccc(F)cc2)c(O)c2ccccc21
    1.9% | 11% | 8% | ? | -4% | i | 8% | -2% | -2%
- CNc1cc(-c2cc(OC)ccc2OC)ncn1
    0.2% | . | -4% | . | . | i | -1% | -2% | 16%
- CC(C)c1ccc(Nc2ncccc2C(=O)O)cc1
    -0.9% | ? | 1% | ? | -12% | i | -10% | 193%[activator] | 1%
- CC(C)(C)C1CCC(C(=O)NCCc2ccc(S(N)(=O)=O)cc2)CC1 (configuration not stated)
    -0.5% | -16% | -11% | -26% | -8% | i | -15% | -17% | -30%
- CCc1nc(SCC(=O)Nc2ccnc3ccccc23)n[nH]1
    -0.2% | -9% | -6% | -21% | 0% | i | 1% | 5% | -7%
- CCN1C(=O)c2ccccc2Sc2ccc(C(=O)O)cc21
    -0.7% | 0% | -3% | -3% | 1% | ? | 10% | -1% | 0%
- Cc1ccccc1NC(=S)NCC(c1cccnc1)N(C)C (configuration not stated)
    -0.7% | -7% | 8% | -6% | -1% | i | 16% | 7% | -15%
- CCS(=O)(=O)N1CCc2cc(C(=O)Nc3cc(C(F)(F)F)ccc3Cl)ccc21
    0.0% | . | -23% | ? | -1% | i | . | -10% | 8%
- CCCCOC(=O)C1=C(C)NC(=O)NC1c1ccc2c(c1)OCO2 (configuration not stated)
    4.8% | -25% | -23% | 8% | 1% | i | 7% | -14% | -1%
- CC(C)(C)c1nc(C(C)(C)C)c(Br)c(=O)[nH]1
    -0.6% | 1% | 0% | -23% | -3% | i | 3% | -18% | ?
- Cc1cc(C)nc(NS(=O)(=O)c2ccc(N/C=C3\CCCC3=O)cc2)n1
    -0.3% | 8% | 0% | . | -2% | i | -6% | -6% | -2%
- CCCc1[nH]nc2c1C(c1ccccc1OCC)C(C#N)=C(N)O2 (configuration not stated)
    6.0% | 1% | -17% | 2% | -9% | i | 0% | -1% | -10%
- CCCOc1ccc(C(=O)CCC(=O)OCC(=O)Nc2cccc(S(N)(=O)=O)c2)cc1
    0.2% | -2% | 3% | 4% | -3% | i | -7% | 24% | 1%
- CCOC(=O)c1nn(-c2ccc(Cl)cc2)c2nc(CC)c(C#N)c(=O)n12
    -0.3% | 1% | -1% | ? | -3% | i | -1% | -5% | -9%
- O=C(NCCc1ccccc1)c1c(O)c2ccccc2[nH]c1=O
    0.0%[9.22 µM] | 13% | 7% | 9% | 0% | ? | 4% | 29% | 17%
- O=S(=O)(c1cccs1)N1CCN(Cc2nc3ccccc3s2)CC1
    4.2% | 5% | -25% | -26% | -29% | i | -2% | 30% | 1%
- COc1ccc(CN2CC(C(=O)NCCN3CCOCC3)CC2=O)cc1 (configuration not stated)
    4.4% | 2% | -2% | -1% | -3% | i | 3% | -9% | 6%
- O=C(O)CSC(C(=O)Nc1ccc(C(F)(F)F)cc1)c1ccccc1 (configuration not stated)
    0.4% | 0% | -2% | 10% | -3% | i | 10% | 42%[activator] | -18%
- CN(C)S(=O)(=O)c1ccc(NC(=O)CN2CCN(c3ccccn3)CC2)cc1
    -0.2% | -4% | 7% | 20% | -2% | i | 5% | -6% | 17%
- CC1(C)CC(=O)C(N=Nc2c(Cl)cc(Cl)cc2Cl)=C(O)C1
    0.6% | 1% | -39% | 8% | 0% | i | -3% | -4% | -1%
- N#Cc1cc(Oc2ccc(Cl)cc2)c(N2CCOCC2)cc1C#N
    0.5% | 25% | -12% | -14% | 1% | i | 5% | -29% | 4%
- CN(C(=O)c1cc(COc2c(F)cccc2F)on1)C1CCOC1 (configuration not stated)
    3.6% | 11% | -15% | ? | 2% | i | -2% | 25% | 6%
- COCc1cc(=O)c2ccccc2o1
    0.5% | 12% | -18% | 7% | 1% | i | 1% | 2% | ?
- Cc1occc1C(=O)NC(C)C12CC3CC(CC(C3)C1)C2 (configuration not stated)
    -0.7% | ? | -6% | -2% | 2% | i | 3% | 0% | 17%
- C[C@@H]1CN([C@H](C)CO)C(=O)CCCn2cc(nn2)CO[C@H]1CN(C)S(=O)(=O)c1ccccc1C#N
    0.5% | . | -26% | . | . | i | 7% | 3% | -2%
- CCCCn1c(N)c(N(CCOC)C(=O)COc2ccc(OCC)cc2)c(=O)[nH]c1=O
    -1.0% | -1% | -3% | 9% | -4% | ? | 12% | 5% | 0%
- CC(C)C[C@@H](CSc1ccc(Br)cc1)N1CCN(CCc2ccccc2)CCC1=O
    4.2% | 178% | -1% | 6% | -5% | ? | -7% | 0% | ?
- CCOc1ccc(N(CC(=O)NCCSCc2ccccc2Cl)S(C)(=O)=O)cc1
    1.1% | 3% | 1% | 10% | 1% | i | -2% | . | -12%
- COc1ccc(C(=O)N2CCN(Cc3ccc4c(c3)OCO4)CC2)cc1OC
    0.7% | 0% | -18% | 16µM* | -7% | i | -8% | . | ?
- O=C(NC1CCCCC1)c1cc(F)cc2c1OCOC2
    0.0% | 2% | 10% | 4% | 1% | i | 3% | ? | 0%
- CCOc1ccc(/C(O)=C2/C(=O)C(=O)N(c3ccccn3)C2c2ccc(F)cc2)c(C)c1 (configuration not stated)
    -0.2% | 8% | -4% | 6% | -11% | i | -22% | 0% | 0%
- COc1ccc(N2CCN(C(=O)CSc3nnc4c(C)cc5ccccc5n34)CC2)cc1
    -0.5% | ? | 3% | -2% | 2% | i | -5% | -7% | 0%
- O=C(C1CCCN(Cc2ccc([N+](=O)[O-])cc2)C1)N1CCCCC1 (configuration not stated)
    -0.2% | -4% | -30% | ? | -8% | ? | 0% | . | ?
- CN1CCN(c2nc(C#N)cc(-c3ccccc3)n2)CC1
    4.4% | ? | -3% | . | -1% | i | 3% | -20% | -8%
- Cc1cccc(NC(=O)Nc2ccc(OCc3ccccc3)cc2)n1
    0.1% | 2% | -12% | ? | -3% | i | -2% | -12% | 7%
- COc1ccccc1C(O)c1ncc(-c2ccccc2C)[nH]1 (configuration not stated)
    -1.6% | . | 2% | . | . | i | 2% | 7% | -4%
- CC(C)(C)OC(=O)N1O[C@H]2CC1[C@@H]1[C@@H]2N=NN1CCc1ccncc1
    -0.3% | -1% | 0% | 8% | 2% | i | -5% | 6% | 34%
- CC(=O)Nc1nc2ccc(S(=O)(=O)N3CCCC3)cc2s1
    0.6% | 1% | 6% | 2% | -2% | i | 3% | -15% | -2%
- Cc1ccc(N2CC(C(=O)NCCC(C)C)CC2=O)cc1 (configuration not stated)
    -0.9% | -3% | 1% | 13% | 4% | i | -1% | -5% | -17%

Screens deposited in PubChem BioAssay by National Center for Advancing Translational Sciences (NCATS).

A portion of the library. The share of hits here may be higher or lower than overall.
